E-selectin induc – E-selectin induction in HUVECs, primary screen, imaging, HUVEC, immunofluorescence imaging, single point; activation, % at 7.58 µM; AID 686992, 2013; normalized: neutral wells 0, TNF-alpha wells 100; P16581; 260,000 tested, 0.37% active;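 active means mean E-selectin-positive cell signal at least 10% of the positive control, reached in at least 60% of replicates, without over 20% cell loss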;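 further: in these data hits start at about 27%; measured in HUVEC primary endothelial cells; signal is the percent of cells scored E-selectin positive by PE staining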
Target sequence (P16581 whole entry, looked up): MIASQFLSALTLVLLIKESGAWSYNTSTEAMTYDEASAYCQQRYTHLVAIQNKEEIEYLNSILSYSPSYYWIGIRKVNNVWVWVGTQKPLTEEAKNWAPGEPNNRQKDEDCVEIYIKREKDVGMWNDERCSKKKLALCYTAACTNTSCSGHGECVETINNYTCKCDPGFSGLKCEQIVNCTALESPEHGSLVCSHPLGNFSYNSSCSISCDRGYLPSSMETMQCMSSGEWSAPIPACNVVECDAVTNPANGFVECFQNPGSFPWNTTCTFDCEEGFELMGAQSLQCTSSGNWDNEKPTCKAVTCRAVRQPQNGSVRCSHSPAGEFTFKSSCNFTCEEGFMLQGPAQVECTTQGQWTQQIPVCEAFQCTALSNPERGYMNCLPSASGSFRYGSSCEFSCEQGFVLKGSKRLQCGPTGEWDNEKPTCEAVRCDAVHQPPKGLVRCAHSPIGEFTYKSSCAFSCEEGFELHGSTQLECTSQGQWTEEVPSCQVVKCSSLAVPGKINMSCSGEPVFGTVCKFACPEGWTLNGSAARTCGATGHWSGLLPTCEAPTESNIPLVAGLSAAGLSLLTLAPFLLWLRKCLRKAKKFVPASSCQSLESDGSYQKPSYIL
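Assay system: HUVEC primary endothelial cells. Input: 3,000 HUVEC seeded per well. Doses: one compound dose added by pin transfer. Read-out basis: % PE-positive cells. Benchmarks: TNF-alpha high, DMSO low. Detection: immunofluorescence imaging. Buffer or medium: EGM-2, gelatin.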
ERAP1 inh – human ERAP1 aminopeptidase inhibitors, primary screen, biochemical, single point, plate reader; recombinant ERAP1, Leu-AMC fluorescence, 60 min; inhibition, % at 10.7 µM; 340,000 tested, 0.15% active; AID 652197, 2013;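 active means mean replicate inhibition of at least 30%, or all replicates individually reaching that 30% level; inactive means mean below 30% and not every replicate reaching it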;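 further: 0% = neutral control wells and 100% = L-leucinethiol positive control wells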
RAD52 anneal inh – RAD52 DNA annealing inhibitors, primary screen, biochemical, FRET, single point, set 2. 360,000 tested, 0.46% active. recombinant RAD52 DNA annealing, FRET fluorescence. AID 651710, 2012. DNA repair protein RAD52 homolog (Homo sapiens), P43351. inhibition, % at 18.7 µM;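 active means every replicate showing at least 50% inhibition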
Target sequence (P43351 whole entry, looked up): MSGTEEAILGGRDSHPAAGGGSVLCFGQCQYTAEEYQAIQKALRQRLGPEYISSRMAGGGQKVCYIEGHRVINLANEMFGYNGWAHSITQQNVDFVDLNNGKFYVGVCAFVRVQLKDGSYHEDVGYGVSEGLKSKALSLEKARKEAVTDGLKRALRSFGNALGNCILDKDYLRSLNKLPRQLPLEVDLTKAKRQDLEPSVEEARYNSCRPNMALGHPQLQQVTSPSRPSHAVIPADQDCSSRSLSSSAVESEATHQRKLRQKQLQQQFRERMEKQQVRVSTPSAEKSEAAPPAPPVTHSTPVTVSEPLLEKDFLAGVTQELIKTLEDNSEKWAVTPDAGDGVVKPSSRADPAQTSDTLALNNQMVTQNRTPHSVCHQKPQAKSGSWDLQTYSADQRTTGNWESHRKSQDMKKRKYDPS
* = called active by the depositor.

SMILES	E-selectin induc	ERAP1 inh	RAD52 anneal inh
CN(C)C(=O)c1cccc(-c2ccccc2[C@@H]2[C@@H](C#N)N(C(=O)C3CCCC3)[C@H]2CO)c1	0.3	-1	-9
O=C(O)c1ccc(C=NN=C2c3ccccc3-c3ccccc32)cc1	-0.6	4	-10
COC(=O)[C@]12C[C@H](CC(=O)NCc3cccc4ccccc34)C(=O)N(Cc3ccc4c(c3)OCO4)C1=C[C@H](C(C)(C)C)O[C@@H]2C	0.1	3	-21
COc1cc(S(=O)(=O)NCCOC23CC4CC(CC(C4)C2)C3)c(OC)cc1Cl	0.1	7	-2
CCN(CC)C(=O)CSc1nnc(NC(=O)CCc2ccccc2)s1	0.5	-1	-4
COc1ccc2c3c(n(C)c2c1)[C@H](CO)N(C(=O)C1CC1)CC31CCN(C(=O)C2CCOCC2)CC1	0.3	2	10
COc1cc([N+](=O)[O-])cc(/C=N/NC(=O)c2cc(C)nc3ccccc23)c1O	-0.6	3	-5
COc1cccc(/C=C/C(=C2/C(=O)N(c3ccccc3)N=C2C)c2ccc(C)cc2)c1OC	-1.7	-1	-9
COc1ccccc1-c1ccc2c(c1)[C@H]1[C@H](CCN1C(=O)C1CCCC1)[C@@H](CO)N2	0.1	2	41
CC(C)c1cc(C(=O)NCCc2cccs2)c(N)s1	0.5	-5	-3
Cc1ccc(NC(=O)CN(C)C(=O)c2sc3cc(Cl)ccc3c2Cl)cc1	1.8	0	0
COc1ccc([C@@H]2C[C@@H](c3ccccc3)Oc3c(C)ccc(C(C)C)c32)cc1	-0.3	0	-13
Cc1cc(C)c2oc(C(=O)Nc3ccc(S(=O)(=O)N4CCCC(C)C4)cc3)cc(=O)c2c1 (stereo not drawn)	0.4	1	-8
Cn1cc(CC(=O)Nc2ccc(Oc3cccnc3)cc2)c2ccccc21	1.8	-1	-78
COC(=O)[C@]12C[C@H](CC(=O)N3CCOCC3)C(=O)N(CCc3ccc(OC)c(OC)c3)C1=C[C@H](C(C)(C)C)O[C@@H]2C	-0.1	4	-8
Cc1ccc(-c2nnc(Nc3ccc(C(N)=O)cc3)c3ccccc23)cc1S(=O)(=O)NCC1CCCO1 (stereo not drawn)	-2.5	-1	-4
COc1ccc(C(C(=O)NC(C)(C)C)n2c(COc3ccc(C)cc3)nc3ccccc32)cc1 (stereo not drawn)	9.2	-1	-23
CN(C)Cc1c(C(C)(C)O)[nH]c2cc(C(F)(F)F)ccc12	0.2	2	-21
CCCOc1ccc(N2C(=O)CC(SCCc3nc4ccccc4[nH]3)C2=O)cc1 (stereo not drawn)	5.5	1	-2
CCCCCCCCN1C(=O)[C@@H](CC(=O)N2CCN(C(=O)c3ccco3)CC2)C[C@@]2(C(=O)OC)C1=C[C@H](C(C)(C)C)O[C@@H]2C	-0.2	1	-10
CCCCOCCCNC(=O)C[C@H]1C[C@@]2(C(=O)OC)C(=C[C@H](C(C)(C)C)O[C@@H]2C)N(Cc2ccc3c(c2)OCO3)C1=O	0.4	0	18
O=C(O)c1ccccc1-n1ncc2c1/C(=C/c1ccc(Cl)cc1)CC2	0.0	-1	-17
CCOCCCNC(=O)c1cc2c(=O)[nH]c3ccccc3c2s1	-0.2	-5	1
CCN(CC)S(=O)(=O)c1ccc(NS(=O)(=O)c2ccc(OC)c([N+](=O)[O-])c2)cc1	-0.6	4	-10
CCC(Oc1ccccc1)C(=O)NC1CCSC1=O (stereo not drawn)	-0.3	3	-5
Cc1ccc(-c2nnc(SCCC(=O)N3CCOCC3)o2)cc1	1.1	-3	11
C/C(=N\NC(=O)CSc1nnc(C)s1)c1ccc(O)cc1	13	4	12
COC(=O)C1=C(C)N(Cc2ccc(F)cc2)C(=S)NC1c1cccc(F)c1 (stereo not drawn)	-0.2	3	0
Cc1cccc(N2C(=O)C3C4CC(=O)C(c5ccccc54)C3C2=O)c1C (stereo not drawn)	2.2	-2	4
COc1ccc2cc(C(=O)C3CCCN(C(=O)CCc4cnn(C)c4)C3)ccc2c1 (stereo not drawn)	0.0	-3	-9
COC1=CC(=O)OC(c2ccc(C#N)cc2)C1 (stereo not drawn)	0.0	1	-11
Cc1cc(CC(=O)O)c2oc(-c3ccoc3)cc(=O)c2c1	8.2	-1	-42
CCOC(=O)C(NC(=O)NCc1ccc(OC)cc1)(OCC)C(F)(F)F (stereo not drawn)	0.9	-3	-17
O=S(=O)(c1ccc(NC(=S)NN=C2CCCCC2)cc1)N1CCOCC1	2.1	-1	-8
Cc1cc2nc(C(C)(C)C)c(Cc3cccc(Cl)c3)n2c(C)c1Br	-0.1	0	-17
O=c1[nH]cc(NCCNc2ncc(C(F)(F)F)cc2Cl)c(=O)[nH]1	-0.2	-2	1
CC(C)c1cc(CNC(=O)CCc2nnc(CCCc3ccccc3)o2)on1	0.0	-2	-12
O=C1NC[C@H](Cc2ccccc2)N(C[C@@H]2CCCN2C[C@H](Cc2ccc(O)cc2)N2C[C@H](Cc3ccccc3)N(CCc3ccccc3)C(=O)C2=O)C1=O	-0.2	4	-13
Cc1nnc(NC(=O)c2csc3c2CCCC3)s1	-0.4	-2	-12
O=C(c1ccncc1)N1CC2(C1)[C@H](c1ccccc1)[C@H](CO)N2CC1CC1	0.2	-10	-7

5 entries from above, sorted by SMILES length, low to high.
SMILES	E-selectin induc	ERAP1 inh	RAD52 anneal inh
CCC(Oc1ccccc1)C(=O)NC1CCSC1=O (stereo not drawn)	-0.3	3	-5
CCOCCCNC(=O)c1cc2c(=O)[nH]c3ccccc3c2s1	-0.2	-5	1
O=C(O)c1ccccc1-n1ncc2c1/C(=C/c1ccc(Cl)cc1)CC2	0.0	-1	-17
COc1ccc2cc(C(=O)C3CCCN(C(=O)CCc4cnn(C)c4)C3)ccc2c1 (stereo not drawn)	0.0	-3	-9
CCN(CC)S(=O)(=O)c1ccc(NS(=O)(=O)c2ccc(OC)c([N+](=O)[O-])c2)cc1	-0.6	4	-10

Later entries.
SMILES	E-selectin induc	ERAP1 inh	RAD52 anneal inh
COc1ccccc1Oc1ccccc1[N+](=O)[O-]	-0.1	3	-6
COc1ccc(NC(=O)CN(C)C(=O)C2CC(=O)N(c3ccc4c(c3)OCCO4)C2)cc1 (stereo not drawn)	-0.8	-1	6
Cc1ccc(NC(=O)CSc2nnnn2C2CC2)cc1S(=O)(=O)N1CCOCC1	2.1	1	-3
O=C(C[n+]1cccc(C(=O)Nc2ccccc2)c1)c1ccc(Cl)cc1	2.1	1	-3
COc1ccc2c3c(n(C)c2c1)[C@H](CO)N(C(=O)c1ccc(F)cc1)CC31CN(C(=O)c2ccc(F)cc2)C1	-0.6	1	8
CCOc1ccc(CCNC(=O)COC(=O)c2ccc(S(=O)(=O)N3CCCC3)cc2)cc1OCC	-2.2	5	-18
COC(=O)c1ccc(CNC(=O)COC(=O)C2CCC(C(C)(C)C)CC2)cc1 (stereo not drawn)	-2.1	-2	-10
CC(C)Cn1c(N)c(C(=O)COC(=O)c2ccccc2F)c(=O)n(C)c1=O	0.7	0	-5
Nc1ncnc2c1ncn2[C@@H]1O[C@H](C(=O)N[C@@H](CCc2ccccc2)C(=O)N2CCCN(Cc3cccs3)CC2)[C@@H](O)[C@H]1O	-0.1	1	0
O=C(Nc1nonc1NC(=O)c1cccs1)c1cccs1	-1.1	-1	-23
COc1ccc(Cn2c(-c3ccc(OC)cc3)n[nH]c2=S)cc1	-0.4	1	1
Cc1cccc(N2CCN(C(=O)c3ccoc3C)CC2)c1C	4.0	1	-8
CCCCCCC12C(=Cc3cc4c(cc31)OCCO4)c1cc(OC)c(OC)cc1C(CC(=O)NCc1ccccc1)N2C(=O)OC (stereo not drawn)	-0.2	-3	-17
CC(C)(C)NC(=O)C(c1ccncc1)n1c(=O)c(-c2ccccc2)nc2ccccc21 (stereo not drawn)	1.0	-8	1
O=C1NC[C@@H](CCCCN2C[C@H](Cc3ccccc3)N(Cc3ccccc3)C(=O)C2=O)N(Cc2ccccc2)C1=O	0.1	2	10
Oc1ccc(/C=N/Nc2ccc(Cl)nn2)cc1O	-0.1	-4	-9
CCNC(=O)N1CCN(c2ccc(N3CCN(C(=O)NCC)[C@@H](C)C3)c(C)c2)[C@H](C)C1	-0.1	1	-4
O=C(OC(c1ccccc1)c1nccc2ccccc12)c1cccc([N+](=O)[O-])c1 (stereo not drawn)	0.0	-2	-3
CCCCCN1C(=O)Cn2c(nc3ccccc3c2=O)C1C (stereo not drawn)	0.0	0	-10
COC(=O)[C@]12C[C@H](CC(=O)N3CCCCC3)C(=O)N(Cc3ccccc3)C1=C[C@H](C(C)(C)C)O[C@@H]2C	-0.1	4	-6
Brc1ccccc1/C=N/Nc1ccc2ccccc2n1	0.5	-2	-11
CCOC(=O)c1c(N)sc(N)c1C(=O)OCC	1.4	6	-25
NS(=O)(=O)c1ccc(Cl)cc1[N+](=O)[O-]	0.0	-2	-8
COc1ccc2c3c(n(C)c2c1)[C@H](CO)N(C(=O)C1CCC1)CC31CCN(Cc2cccc(F)c2)CC1	-0.4	0	9
C[C@@]12C(=O)N(Cc3ccccc3)CC(=O)N1[C@H](/C=C/c1ccccc1)[C@@H]1C(=O)N(c3ccccc3)C(=O)[C@@H]12	-0.1	5	-3
O=C1CC2C(=O)NCCN2C(=NC(=O)c2ccc(Cl)cc2)N1 (stereo not drawn)	0.5	-1	-11
CCOCc1c(C(=O)OCC(=O)/C(C#N)=C(\C)N)oc2ccccc12	4.5	-1	-12
Cc1ccc(C(=O)C(C)Sc2nnc(N)s2)cc1 (stereo not drawn)	0.2	1	-1
COC(=O)c1cc(COC(=O)c2nc3nc(C)cc(C)n3n2)oc1C	0.8	4	3
CCCNS(=O)(=O)/C=C/c1ccccc1	0.6	5	-5
O=C(Nc1cc(Cl)ccc1-n1cncn1)c1ccc(Br)o1	-1.3	14	-24
CCN(CC)CCNC(=O)c1ccc(NCN2C(=O)NC(c3ccccc3)(c3ccccc3)C2=O)cc1	-0.2	-2	11
CC(C)(C)c1ccc(-c2cn(-c3ccc(Br)cc3)c3[n+]2CCCS3)cc1	-8.6	12	7
O=C(CN1C(=O)c2ccccc2S1(=O)=O)Nc1ccc(S(=O)(=O)Nc2ncccn2)cc1	0.4	-6	-10
Cc1ccc(S(C)(=O)=NS(=O)(=O)c2cccc3nsnc23)cc1 (stereo not drawn)	-0.1	8	-6
COc1ccc(-c2c[n+](CC(=O)N3c4ccccc4Sc4ccccc43)c3n2CCC3)cc1	-0.1	2	7
c1ccc(C2CC(c3ccccc3)n3c(nc4ccccc43)N2)cc1 (stereo not drawn)	1.1	-5	-16
CCOC(=O)c1c(C)c(C)n2c1NC(=O)C2	0.0	0	-170
O=C(NCc1ccc(F)cc1)Nc1cccc([N+](=O)[O-])c1	2.0	-1	-10
Cc1nc2ccc(C(=O)N3c4ccccc4N=C(c4ccc(C(F)(F)F)cc4)C3C(=O)NC(C)(C)C)cc2[nH]1 (stereo not drawn)	0.0	6	-11

Random excerpt: four records from the list
SMILES	E-selectin induc	ERAP1 inh	RAD52 anneal inh
O=C(O)c1ccc(C=NN=C2c3ccccc3-c3ccccc32)cc1	-0.6	4	-10
COc1ccc2c3c(n(C)c2c1)[C@H](CO)N(C(=O)C1CCC1)CC31CCN(Cc2cccc(F)c2)CC1	-0.4	0	9
CCCCCN1C(=O)Cn2c(nc3ccccc3c2=O)C1C (stereo not drawn)	0.0	0	-10
O=C(OC(c1ccccc1)c1nccc2ccccc12)c1cccc([N+](=O)[O-])c1 (stereo not drawn)	0.0	-2	-3

New compounds follow.
SMILES	E-selectin induc	ERAP1 inh	RAD52 anneal inh
O=C1N(Cc2cccnc2)C[C@@H]2C[C@@H](c3cccc(C(F)(F)F)c3)N3CCC[C@@]123	-0.3	-3	-26
COc1cc(CC(CC(=O)O)CC(C)OCc2ccccc2)cc(OC)c1 (stereo not drawn)	-0.5	0	-13
CC(=O)OCC(C)n1c(=O)c2ccccc2n1C(C)=O (stereo not drawn)	0.3	-2	-3
CCCNC(=O)N1CC2(CCN(C(=O)CC3CC3)CC2)c2c(n(C)c3cc(OC)ccc23)[C@@H]1CO	-0.3	-2	-7
CCCCNC(=O)NC(C(=O)OC)C12CC3CC(CC(C3)C1)C2 (stereo not drawn)	-0.7	-3	7
CC1(C)CC(=O)C=C(c2ccccc2-c2ccc3c(c2)OCO3)C1=O	-0.1	0	-7
COC(=O)c1ccc2nc(-c3ccc(C)cc3)c(Cc3cccc(Cl)c3)n2c1	0.0	-1	-10

This is a subset, so the mix of outcomes need not match the whole.
